Screens from PubChem BioAssay.
IDH1 R132H inh – qHTS for Inhibitors of mutant isocitrate dehydrogenase 1 (IDH1): qHTS; Isocitrate dehydrogenase [NADP] cytoplasmic (Homo sapiens), O75874; IDH1-R132H enzyme, NADPH consumption, diaphorase/resazurin fluorescence; Potency, µM (top dose mostly 76.6 µM), inactives show at the top dose activity change, negative = inhibition, usual class: inhibitors; 0.093% of 390,000 active; note: % is set by controls: 0 for no effect and ±100 for the full control effect; nearly all actives have a fitted effect of over 65% in size
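IDH1-R132H (0.5 ug/mL) preincubated 30 min with compound, then NADPH (0.016 mM) and alpha-KG (2 mM) added; 80 min at RT, pH 7.5. Remaining NADPH coupled via diaphorase/resazurin to fluorescence (540/590 nm); concentration-response curves normalized to no-enzyme control.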
RXFP1 ag – qHTS Assay for Agonists of the Relaxin Receptor RXFP1. Relaxin receptor 1 (Homo sapiens), Q9HBX9. HEK293T-RXFP1 cAMP TR-FRET, 30 min; response scale: percent of porcine relaxin response, buffer zero. Potency, µM (series often up to 57.5 µM), without a hit: top-dose activation, actives largely listed as activators. 0.3% of 370,000 active; note: % is set by controls: 0 for no effect and ±100 for the full control effect; nearly all actives have a fitted effect of over 60% in size; many of its hits are not listed in these tables
Target sequence (Q9HBX9 whole entry, looked up): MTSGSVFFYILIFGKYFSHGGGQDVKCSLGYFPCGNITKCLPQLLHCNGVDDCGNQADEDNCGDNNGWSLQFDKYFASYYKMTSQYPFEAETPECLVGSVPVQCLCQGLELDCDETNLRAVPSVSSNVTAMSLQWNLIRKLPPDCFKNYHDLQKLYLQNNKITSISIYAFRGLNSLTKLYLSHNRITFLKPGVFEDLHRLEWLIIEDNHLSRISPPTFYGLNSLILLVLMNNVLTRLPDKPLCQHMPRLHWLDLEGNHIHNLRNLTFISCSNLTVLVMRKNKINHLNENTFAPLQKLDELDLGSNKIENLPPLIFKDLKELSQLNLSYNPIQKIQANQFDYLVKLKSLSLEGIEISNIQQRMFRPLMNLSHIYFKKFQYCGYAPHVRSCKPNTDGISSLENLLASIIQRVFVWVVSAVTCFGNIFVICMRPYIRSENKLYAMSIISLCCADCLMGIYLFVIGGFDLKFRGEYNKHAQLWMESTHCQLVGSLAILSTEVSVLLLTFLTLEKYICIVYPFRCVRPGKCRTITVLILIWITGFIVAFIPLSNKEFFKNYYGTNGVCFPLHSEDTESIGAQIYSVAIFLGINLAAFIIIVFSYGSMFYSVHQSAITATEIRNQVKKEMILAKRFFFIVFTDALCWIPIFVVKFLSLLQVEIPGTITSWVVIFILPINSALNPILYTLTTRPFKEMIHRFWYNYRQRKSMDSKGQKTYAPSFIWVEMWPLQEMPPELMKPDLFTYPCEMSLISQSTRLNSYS
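HEK293T cells stably expressing RXFP1 were pretreated with the PDE4 inhibitor Ro 20174, exposed to compounds for 30 min at 37C, lysed, and cAMP was read by TR-FRET. Data normalized to buffer (basal) and 29 nM porcine relaxin (100%).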
Vif-APOBEC3F blk – qHTS for Inhibitors of Vif-A3F Interactions: qHTS. 0.2% of 390,000 active. HeLa A3F-eYFP + Vif (tagged APOBEC3F with the HIV-1 protein that degrades it), YFP fluorescence increase. Potency, µM (titrated, usually from 46.1 µM), for inactives: at the top dose activity, negative = active; note: % of control where 0% means no effect; nearly all actives have a fitted effect of over 65% in size
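HeLa cells stably expressing A3F-eYFP plus Vif, plated and incubated overnight at 37 deg C, then exposed to compounds overnight at 37 deg C. Blocked degradation read as raised yellow fluorescence (Ex 488/Em 500-530).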
USP1-UAF1 inh – Inhibitors of USP1/UAF1: Primary Screen | Ubiquitin carboxyl-terminal hydrolase 1 (Homo sapiens), O94782 | recombinant USP1/UAF1, Ub-Rhodamine cleavage fluorescence | Potency, µM (top dose mostly 57.1 µM), without a hit: at the top dose activity change, negative = inhibition, actives largely listed as inhibitors | 0.23% of 390,000 active; note: % is set by controls: 0 for no effect and ±100 for the full control effect; nearly all actives have a fitted effect of over 60% in size; inactives centre near -12
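High-throughput fluorogenic screen: 1nM USP1/UAF1 complex, Ub-Rho substrate 150nM final, 50mM HEPES pH 7.8 with 0.5mM EDTA, 0.1 mg/ml BSA, 1mM TCEP and 0.01% Tween-20.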
12-LOX inh – Primary qHTS assay for inhibitors of human arachidonate 12S-lipoxygenase (ALOX12): Round 2; Polyunsaturated fatty acid lipoxygenase ALOX12 (Homo sapiens), P18054; purified 12hLO, xylenol orange hydroperoxide absorbance; Potency, µM (highest dose often 108 µM), without a hit: at the top dose activity change, negative = inhibition, most hits filed as inhibitors; 1.1% of 580,000 active; AID 1671190, 2021; note: % is set by controls: 0 for no effect and ±100 for the full control effect
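Purified human 12hLO at 150 nM in 25 mM Hepes, 0.01% Triton X-100, pH 7.0, preincubated 15 min at room temperature with compound. Reaction started with 40 uM arachidonic acid, 30 min at room temperature. Hydroperoxide measured by Fe-xylenol orange, 573/405 nm absorbance ratio.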
TrxR1 substrate – qHTS Assay for Substrates of Mammalian Selenoprotein Thioredoxin Reductase 1 (TrxR1): qHTS; Thioredoxin reductase 1, cytoplasmic (Rattus norvegicus), O89049; purified TrxR1 substrate turnover, NADPH consumption readout; Potency, µM (top dose mostly 114 µM), inactives show top-dose activity change, negative = substrate turnover; 0.01% of 390,000 active; AID 588456, 2011; note: % is set by controls: 0 for no effect and ±100 for the full control effect; nearly all actives have a fitted effect of over 50% in size
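Rat TrxR1, dispensed at 90 nM, was prereduced with 400 uM NADPH (final) for 5 min at ~22 deg C, then incubated with compound 15 min before 400 uM selenite. A first-read NADPH fluorescence drop versus no-compound background flagged substrates.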
Vif-APOBEC3G blk – qHTS for Inhibitors of Vif-A3G Interactions: qHTS. DNA dC->dU-editing enzyme APOBEC-3G (Homo sapiens), Q9HC16. HeLa A3G-eYFP + Vif (tagged APOBEC3G with the HIV-1 protein that degrades it), YFP fluorescence, overnight. Potency, µM (top dose mostly 46.1 µM), for the others: at the top dose activity, negative = active, actives largely listed as inhibitors. 0.076% of 410,000 active;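 note: % is set by controls: 0 for no effect and ±100 for the full control effect; nearly all actives have a fitted effect of over 60% in size; hits raise eYFP signal because A3G escapes Vif-driven loss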
Target sequence (Q9HC16 whole entry, looked up): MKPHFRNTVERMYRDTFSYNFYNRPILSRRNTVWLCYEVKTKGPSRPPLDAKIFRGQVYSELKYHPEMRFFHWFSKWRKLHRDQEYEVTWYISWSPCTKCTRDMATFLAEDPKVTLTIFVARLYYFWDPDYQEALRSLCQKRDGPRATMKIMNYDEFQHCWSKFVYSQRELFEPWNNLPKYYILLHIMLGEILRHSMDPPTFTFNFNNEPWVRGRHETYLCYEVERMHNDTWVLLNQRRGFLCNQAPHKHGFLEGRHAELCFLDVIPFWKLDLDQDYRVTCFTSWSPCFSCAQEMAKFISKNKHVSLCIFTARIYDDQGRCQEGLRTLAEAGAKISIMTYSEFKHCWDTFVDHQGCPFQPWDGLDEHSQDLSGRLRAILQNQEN
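HeLa cells stably expressing Vif and C-terminally eYFP-tagged A3G, seeded overnight at 37 deg C, then exposed to compound by pintool overnight at 37 deg C. Rise in yellow fluorescence (Ex 488/Em 500-530, Acumen) marks blocked Vif-driven A3G degradation.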
RGS4 inhibitor – Inhibitors of Regulator of G Protein Signaling (RGS) 4: qHTS | Regulator of G-protein signaling 4 (Homo sapiens), P49798 | Transcreener GDP fluorescence polarization, RGS4-accelerated GTP hydrolysis | Potency, µM (top dose mostly 114 µM), without a hit: at the top dose activity change, negative = inhibition, usual class: inhibitors | 0.039% of 390,000 active | AID 504845, 2011; note: % is set by controls: 0 for no effect and ±100 for the full control effect; nearly all actives have a fitted effect of over 75% in size; some results filed as inactive show a strong effect at the top dose
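MLSMR compounds (23 nl, pin-transferred) preincubated 10 min at room temperature with a 500nM (2x) first reagent, then RGS4 at 900nM (2x) plus Transcreener GDP mix added; fluorescence polarization (620/688 nm) read before and after 90 min at 30 °C.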
rTrxR1 inhibitor – qHTS Assay for Inhibitors of Mammalian Selenoprotein Thioredoxin Reductase 1 (TrxR1): qHTS; AID 588453, 2011; Thioredoxin reductase 1, cytoplasmic (Rattus norvegicus), O89049; Potency, µM (top dose mostly 114 µM), inactives show at the highest dose activity change, negative = inhibition, most hits filed as inhibitors; 1% of 390,000 active; recombinant rTrxR1, NADPH fluorescence consumption, selenite substrate; note: % is set by controls: 0 for no effect and ±100 for the full control effect; nearly all actives have a fitted effect of over 65% in size
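Rat TrxR1 (90 nM in the dispensed reagent) was pre-reduced with 400 uM NADPH for 5 min at room temperature, then incubated with compound for 15 min. After 400 uM selenite was added, NADPH fluorescence (Ex 340/Em 450 nm) was followed for 8 min.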
The depositor's hits bear a star; u = inconclusive; x = no result given; & = joins results of further samples; [ ] = remark or other dose. Calls come from the whole dose curve; as a rule, active = well fitted curve in the direction sought with a large enough effect; inconclusive = small, poorly fitted or top-dose-only effect, or another doubt; inactive = no such curve, though single readings can be large; an effect the other way counts as inactive or inconclusive. Potency is the fitted concentration of half-maximal effect. This is a subset (hit frequency here may not be typical).

Start of the data: the first 2 entries (preview)
Compound	Vif-APOBEC3F blk	12-LOX inh	USP1-UAF1 inh	RGS4 inhibitor	IDH1 R132H inh	RXFP1 ag	Vif-APOBEC3G blk	TrxR1 substrate	rTrxR1 inhibitor
COc1ccccc1CNC(=O)COC(=O)CCC(=O)c1cccs1	5%	-1%&-11%	-11%	-41%	1%	1.0%	7%	3%	16%[57.1 µM]
CC(C)=CCC[C@](C)(O)C1CC[C@]2(C)C1C(O)CC1[C@@]3(C)CCC(O)C(C)(C)C3C(O[C@@H]3OC(CO)C(O)C(O)C3O[C@@H]3OC(C)C(O)C(O)C3O)C[C@]12C (stereo partly drawn)	-2%	u	0%	16%	3%[38.3 µM]	x	-1%	-2%	24%

Results, from the first entry:
Compound	Vif-APOBEC3F blk	12-LOX inh	USP1-UAF1 inh	RGS4 inhibitor	IDH1 R132H inh	RXFP1 ag	Vif-APOBEC3G blk	TrxR1 substrate	rTrxR1 inhibitor
COc1ccccc1CNC(=O)COC(=O)CCC(=O)c1cccs1	5%	-1%&-11%	-11%	-41%	1%	1.0%	7%	3%	16%[57.1 µM]
CC(C)=CCC[C@](C)(O)C1CC[C@]2(C)C1C(O)CC1[C@@]3(C)CCC(O)C(C)(C)C3C(O[C@@H]3OC(CO)C(O)C(O)C3O[C@@H]3OC(C)C(O)C(O)C3O)C[C@]12C (stereo partly drawn)	-2%	u	0%	16%	3%[38.3 µM]	x	-1%	-2%	24%
Cn1c(N)c(C(=O)COC(=O)c2ccnc3ccccc23)c(=O)n(C)c1=O	-4%	4%	12%	17%	-11%	u	-3%	-10%	-20%
Cc1onc(-c2ccccc2Cl)c1C(=O)Nc1nn[nH]n1	3%	16%	-6%	3%	-1%	-0.2%	3%	10%	24%
COc1ccccc1C(=O)n1nc(-c2ccc(Cl)cc2)nc1N	-11%	u	-27%	-1%[11.4 µM]	7%	-1.5%	-25%	-11%[57.1 µM]	7%[57.1 µM]
O=C(Nc1nc2ccc([N+](=O)[O-])cc2s1)C1CCCO1 (stereo not drawn)	-4%	-10%	-12%	9%	15%	2.3%	-1%	-4%[57.1 µM]	17%[57.1 µM]
CC1CCCN(C(=O)COC(=O)c2ccc[nH]c2=O)C1 (stereo not drawn)	0%	0%	-10%	-34%	7%	0.5%	0%	7%	23%[57.1 µM]
CCOC(=O)Nc1ccc2c(CNC(C)c3ccccc3OC)cc(=O)oc2c1 (stereo not drawn)	-4%	-18%	-17%	-6%	2%	0.4%	-9%	20%	8%
Cc1cc([N+](=O)[O-])ccc1NC(=O)C(C)[n+]1ccccc1 (stereo not drawn)	-5%	-1%	-21%	-17%	-3%	2.6%	1%	9%	18%
O=C(NNC(=O)C12CC3CC(CC(C3)C1)C2)c1ccccc1[N+](=O)[O-]	-14%	-8%	-12%	3%	-2%	-0.3%	-2%	-4%	3%
CCN(CC)C(=O)C1=C(C)N(Cc2ccc(F)cc2)C(=O)C(CC(=O)NC(c2ccccc2)c2ccccc2)C1 (stereo not drawn)	4%	u	-16%	x	-2%	x	1%	x	x
CCC1NC(=O)c2cccnc2-n2c1nc1cc(OC)c(OC)cc1c2=O (stereo not drawn)	-10%	-3%	-18%	x	-14%	x	2%	x	x
C=CCc1c(C)nc2nc(SCC(=O)Nc3ccc(OCC)cc3)nn2c1C	-7%	-6%	u	5%	12%	3.8%	-2%	1%[57.1 µM]	5%[57.1 µM]
O=C(Nc1cccc2nsnc12)c1cccnc1Cl	1%	0%	-9%	-18%	5%	0.3%	-2%	-3%	-12%
CCCC(=O)c1cc2c(cc1NC(=O)CC)OCCO2	-1%	-8%	-2%	5%	-12%	3.2%	2%	-6%	-8%
Cc1cccc(NC(=S)N2CCCCC2)c1	-2%	u	-12%	-52%	3%	-0.6%	0%	0%	0%
O=C(c1ccc(OC(F)(F)F)cc1)c1ncc[nH]1	-7%	x	-8%	-5%	8%	0.0%	-4%	2%[57.1 µM]	6%[2.29 µM]
CC(=O)Nc1nonc1-c1nnc(SCC(=O)Nc2ccccc2)n1-c1ccccc1	2%	0%	-18%	-17%	2%	0.9%	0%	11%	21%
COc1ccc2nc(N3CCCC(C(=O)NCCCN4CCN(C)CC4)C3)sc2c1 (stereo not drawn)	3%	2%	-18%	-4%	-1%	0.3%	2%	4%[57.1 µM]	10%[57.1 µM]
Cc1ccc(Cl)cc1NC(=O)Cn1c(C)csc1=O	2%	-11%	-20%	-32%	-7%	-0.2%	-2%	-1%	12%
CN(CC(=O)Nc1ccc(Cl)cc1)C(=O)CCNC(=O)c1ccc(Cl)cc1	-13%	259%[activator]	-15%	14%	1%	-1.3%	-7%	2%	24%
CN1C(=O)c2ccc(C(=O)NCc3ccc4c(c3)OCO4)cc2C1=O	-5%	-22%	5%	-4%	7%	0.2%	1%	-12%	-12%
NC(=O)c1ccccc1	2%	0%&-8%	-28%	9%[56.9 µM]	-8%	2.4%	1%	6%[57.1 µM]	19%[57.1 µM]
COc1ccc(C(C(=O)NC2CCCCC2)N(C(=O)c2sc(C)nc2C)c2ccccc2)cc1 (stereo not drawn)	0%	-7%	-15%	-20%	2%	1.3%	-5%	4%	14%
COc1ccccc1NC(=O)c1ccccc1NC(=O)c1cc(Cl)ccc1NC(=O)c1ccco1	3%	u	-8%	-15%	10%	2.4%	-7%	37%[activator]	u
Cc1cccc2nnc(-c3ccccc3)n12	2%	5%	-18%	27%	4%	x	-1%	13%[57.1 µM]	11%[57.1 µM]
O=C(CCN1CCOCC1)NNC(=O)Nc1cccc(Cl)c1	-3%	6%	-8%	24%	2%	-2.4%	1%	0%	21%
COc1ccccc1CNc1ncnc2nc[nH]c12	0%	0%	-20%	-6%	10%	1.0%	4%&-84%&-3%	4%&-4%&7%	16%&2%&19%
CCOc1ccc(CCNC(=O)CCCc2nnc3n(CC)c(=O)c4sccc4n23)cc1	4%	-5%	-11%	17%	-5%	17%	1%	-4%	9%
CCC(C(=O)Nc1cccc(Cl)c1C)n1nc(-c2ccc(C)cc2)ccc1=O (stereo not drawn)	9%	u	-22%	-26%	0%	-1.6%	-5%	5%	3%
CCc1nnc(NC(=O)C2CC(=O)N(C3CCCCC3)C2)s1 (stereo not drawn)	-13%	-7%	-21%	3%	-2%	-0.3%	0%	0%	9%
O=C(CSc1nc2c([nH]c3ccccc32)c(=O)n1-c1ccccc1)N1CCOCC1	0%&1%	u	u	-25%&-13%	-3%&-3%	0.4%&1.4%	0%&4%	0%	3%
Cc1ccc(-c2cc(C(=O)Nc3cc(C(=O)O)ccc3C)c3ccccc3n2)cc1	-3%	-22%	-13%	-7%	2%	0.2%	-7%	4%[57.1 µM]	5%[57.1 µM]
COc1cccc(N2CCN(C(=O)c3ccc(Cl)c(S(=O)(=O)N4CCCCCC4)c3)CC2)c1	-7%	1%	-22%	x	-1%	x	0%	x	x
COc1ccc2oc(=O)c(C(=O)Nc3ccccc3-c3ccccc3)cc2c1	u	2%	-10%	-5%	3%	1.1%	-6%	7%[57.1 µM]	11%[57.1 µM]
O=C(CSc1nccn1Cc1ccccc1)NC1CCCC1	-16%&-1%	4%&-30%	-3%&-23%	-2%&-10%	14%&-8%	-5.2%&4.2%	-1%&-2%	-5%	-4%
COc1ccc(CCc2ccc3ccccc3n2)cc1	u	-30%	u	-9%	5%	x	0%	-5%	3%
O=C(NCCc1cccs1)C1CC(c2c(Cl)cccc2Cl)=NO1 (stereo not drawn)	-1%	-12%	-22%	11%	6%	-0.3%	9%	3%	15%
CC(C)c1ccc(NC(=O)N2CCN(c3ccc(Cl)c(Cl)c3)CC2)cc1	x	-16%	-34%	-17%	x	2.2%	x	1%	11%
Cc1cccc(-n2nc3c(c2NC(=O)C(C)C)CSC3)c1	2%	-9%	-7%	1%	-8%	0.9%	1%	1%	23%
Cc1ccc(CNC(=O)CCS(=O)(=O)c2ccc3c(c2)NC(=O)CO3)cc1	-11%	-12%	-10%	-34%[56.9 µM]	0%	1.0%	-1%	7%[57.1 µM]	37%[activator][57.1 µM]
Cc1ccccc1SC1CCN(Cc2nc(C3CC3)no2)CC1	4%	-1%	u	-53%	8%	0.3%	7%	-29%[57.1 µM]	-4%[57.1 µM]
CNS(=O)(=O)c1ccc2ccccc2c1	-16%	-33%	-21%	8%	-2%	-1.4%	3%	2%	12%
Cc1ccc(NC(=O)NC2OC(=O)c3ccccc32)cc1 (stereo not drawn)	-9%	-8%	-18%	-18%	9%	x	5%	0%[11.4 µM]	-11%[11.4 µM]
